Mdm2 ligase inh: MDM2-luciferase reporter signal enhancers, primary screen, MDM2 E3 ligase inhibitor project, cell-based, luminescence, 1536-well | cell-based MDM2 ubiquitination luciferase reporter, 2 h; 0 = plate control, 100 = twice control, blank-subtracted | AID 1230, 2008 | E3 ubiquitin-protein ligase Mdm2 (Homo sapiens), Q00987 | 210,000 compounds, 0.11% hits | signal enhancement, % at 5 µM;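 active = signal enhancement of 30% or more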;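 also: luminescence tracks abundance of the self-degrading MDM2-luciferase fusion protein; higher signal means inhibition of MDM2 E3 ligase activity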
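Test system: stable mammalian line carrying autodegrading MDM2–luciferase fusion reporter; quantity: 2000 cells in each well; times: 4 h cell settling then 2 h compound exposure, 37 °C; detection: luminescence with SteadyLite reagent, 15 min at room temperature; evaluation: percent signal gain over controls, blank-subtracted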
S1P4 ag: S1P4 receptor agonists, primary screen, cell-based; Sphingosine 1-phosphate receptor 4 (Homo sapiens), O95977; activation, % at 4.98 µM; S1P4-expressing cell line, agonist reporter assay; 220,000 compounds, 0.35% hits; in the data active = activation above about 11%;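 also: 0% = DMSO vehicle and 100% = reference agonist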
BaF3 tox: parental Ba/F3 cell viability inhibition, counter-screen for JAK2V617F inhibitor project, murine pro-B, CellTiter-Glo luminescence; CellTiter-Glo ATP luminescence; inhibition, % at 5.6 µM; 220,000 compounds, 1.1% hits;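 active = inhibition above a per-campaign cutoff, the mean inhibition of all tested compounds plus 3 SD, cut at about 27% in these data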;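 also: 0% = DMSO wells and 100% = JAK Inhibitor I control wells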
Ba/F3 V617F tox: reduced viability of JAK2V617F-dependent Ba/F3 cells, primary screen, JAK2V617F inhibitor project, cell-based, Ba/F3 EpoR-JAK2V617F, luminescence | ATP luminescence | inhibition, % at 5.6 µM | 220,000 compounds, 1.1% hits | AID 1446, 2008;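 active = inhibition above the campaign mean plus 3 SD over all tested compounds, cut at about 24% in these data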;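 also: cytokine-independent growth of Ba/F3 cells driven by EpoR plus mutant JAK2; 0% = DMSO-treated cells and 100% = JAK inhibitor I control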
PERK inhibitor: block of dimerizer-induced PERK translation repression, primary screen, PERK inhibitor project, CHO PERK-DD cells, SEAP luminescence, HTS | inhibition, % at 5.6 µM | Eukaryotic translation initiation factor 2-alpha kinase 3 (Homo sapiens), Q9NZJ5 | CHO PERK-DD fusion, SEAP luminescence translation reporter | 220,000 compounds, 0.17% hits | AID 1416, 2008;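 active = inhibition above the mean inhibition of all tested compounds plus 3 SD, set separately per screening campaign, cut at about 2.9% in these data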;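 also: PERK kinase domain activated by AP20187 dimerizer at 100 nM; 0% = DMSO with dimerizer and 100% = rapamycin at 8.4 µM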
eIF4E-4G inh: eIF4E–eIF4G protein interaction inhibitors, primary screen, biochemical, uHTS, TR-FRET, eIF4GI fragment; AID 782, 2007; inhibition, % at 21.7 µM; TR-FRET eIF4E-eIF4GI(517-606) binding, 2 h; Eukaryotic translation initiation factor 4E (Mus musculus) + Eukaryotic translation …; 220,000 compounds, 0.37% hits;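 active = inhibition above about 30%, limit read from the data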;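 also: 0% = full FRET control wells and 100% = background wells lacking eIF4GI fragment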
NPY-Y2 PAM-ag: NPY-Y2 potentiators or agonists, primary screen, cell-based. Neuropeptide Y receptor type 2 (Homo sapiens), P49146. cells expressing NPY-Y2, potentiator/agonist read-out. activation, % at 3.6 µM. 220,000 compounds, 0.45% hits. AID 1359, 2008; in the data active = activation above about 27%;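 also: cells stimulated with NPY near EC25 plus isoproterenol at EC100; 0% = vehicle plus submaximal agonist and 100% = vehicle plus saturating agonist; some results beyond the cut were filed as inactive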
Target sequence (P49146 whole entry, looked up): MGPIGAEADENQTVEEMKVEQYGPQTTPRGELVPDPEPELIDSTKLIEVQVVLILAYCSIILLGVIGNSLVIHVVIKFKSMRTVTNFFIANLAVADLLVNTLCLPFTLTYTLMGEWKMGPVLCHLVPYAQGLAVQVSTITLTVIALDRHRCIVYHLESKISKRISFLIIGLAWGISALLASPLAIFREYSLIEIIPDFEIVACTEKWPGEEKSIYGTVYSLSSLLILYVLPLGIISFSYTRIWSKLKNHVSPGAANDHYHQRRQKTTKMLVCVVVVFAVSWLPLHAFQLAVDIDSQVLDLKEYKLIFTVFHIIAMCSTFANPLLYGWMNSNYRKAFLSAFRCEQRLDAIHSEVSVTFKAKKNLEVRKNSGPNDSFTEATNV
S1P4 antagonist: S1P4 receptor antagonists, primary screen, cell-based; 220,000 compounds, 0.26% hits; inhibition, % at 4.98 µM; S1P4-expressing cells, antagonist mode, reporter read-out; in the data active = inhibition above about 29%;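 also: 0% = wells stimulated with agonist and 100% = vehicle wells without agonist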
Wee1 stabilizer: Wee1 degradation inhibitors, primary screen, cell-based, HeLa, Wee1K328M-luciferase, luminescence; Wee1-like protein kinase (Homo sapiens), P30291; HeLa Luc-Wee1K328M stability; 100% = proteasome inhibitor MG132 effect; 220,000 compounds, 1.2% hits; AID 1321, 2008; reporter increase, % at 5 µM;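 active = activation above the mean of all tested compounds plus 3 SD, set per screening run, cut at about 8.8% in these data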;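 also: cells exposed to compound for 20 h before luminescence read; 0% = DMSO alone and 100% = MG132 at 30 µM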
Target sequence (P30291 whole entry K328M): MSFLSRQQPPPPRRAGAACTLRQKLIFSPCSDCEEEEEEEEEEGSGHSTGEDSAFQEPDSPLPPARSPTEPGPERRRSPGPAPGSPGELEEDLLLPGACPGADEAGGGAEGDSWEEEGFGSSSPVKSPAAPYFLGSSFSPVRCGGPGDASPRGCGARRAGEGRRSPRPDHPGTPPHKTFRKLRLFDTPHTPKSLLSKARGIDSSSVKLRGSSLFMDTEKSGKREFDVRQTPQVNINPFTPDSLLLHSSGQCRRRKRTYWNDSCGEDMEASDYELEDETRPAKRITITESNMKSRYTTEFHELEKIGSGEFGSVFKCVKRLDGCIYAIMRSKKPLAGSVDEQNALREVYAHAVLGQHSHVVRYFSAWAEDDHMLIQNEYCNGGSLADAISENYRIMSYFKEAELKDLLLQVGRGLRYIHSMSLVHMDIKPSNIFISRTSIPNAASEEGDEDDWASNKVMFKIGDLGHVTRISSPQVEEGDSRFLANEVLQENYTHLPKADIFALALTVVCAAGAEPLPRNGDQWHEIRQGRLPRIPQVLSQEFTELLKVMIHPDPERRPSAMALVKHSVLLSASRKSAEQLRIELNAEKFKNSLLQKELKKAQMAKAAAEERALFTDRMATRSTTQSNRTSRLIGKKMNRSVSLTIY
Numbers without * were called inactive; / = no result given; [ ] = remark or other dose.

Sample of the layout, 9 compounds:
SMILES	Mdm2 ligase inh	S1P4 ag	BaF3 tox	Ba/F3 V617F tox	PERK inhibitor	eIF4E-4G inh	NPY-Y2 PAM-ag	S1P4 antagonist	Wee1 stabilizer
CCC1(C)CC(CCNCc2ccc(N(C)C)cc2)(c2ccc(F)cc2)CCO1 (stereo not drawn)	-25	1.7	2	-4	-1.9	1	3	-6	3
CN(C)CC#CCn1c2ccccc2c2ccccc21	-9	-0.3	1	1	-0.7	-1	-39	-5	2
COc1ccc(C(O)c2ccccc2OP(=O)(N(C)C)N(C)C)cc1 (stereo not drawn)	0	-0.4	1	-4	0.4	-2[fluorescence artefact?]	-6	-2	1
CN1CCN(c2ncnc3c2cnn3C)CC1	-7	0.8	1	0	1.1	2	10	3	1
CCSc1nnc([C@@H](N)Cc2c[nH]c3ccccc23)o1	8	2.4	5	2	-0.6	1	0	-27	1
Cc1ccc2nc3c(cc2c1)CC1(C(=O)N(C)C(=O)N(C)C1=O)C1COCCN31 (stereo not drawn)	0	1.5	0	-4	-0.8	1	15	5	4
CC(=NCCCN1CCOCC1)c1c(O)n(Cc2ccccc2)c(=O)[nH]c1=O	-23	-1.4	0	-5	0.5	2[fluorescence artefact?]	8	-11	2
CC(C)OP(=O)(OC(C)C)C(O)c1ccc(Br)cc1 (stereo not drawn)	/	-1.2	5	-3	0.4	6	3	-8	1
COc1ccc(CC2(CCc3ccccn3)C(=O)NC(=O)N(c3ccccc3C)C2=O)cc1OC (stereo not drawn)	0	0.6	4	-1	0.2	1	-4	-16	2

The whole of this part (from the top)
SMILES	Mdm2 ligase inh	S1P4 ag	BaF3 tox	Ba/F3 V617F tox	PERK inhibitor	eIF4E-4G inh	NPY-Y2 PAM-ag	S1P4 antagonist	Wee1 stabilizer
CCC1(C)CC(CCNCc2ccc(N(C)C)cc2)(c2ccc(F)cc2)CCO1 (stereo not drawn)	-25	1.7	2	-4	-1.9	1	3	-6	3
CN(C)CC#CCn1c2ccccc2c2ccccc21	-9	-0.3	1	1	-0.7	-1	-39	-5	2
COc1ccc(C(O)c2ccccc2OP(=O)(N(C)C)N(C)C)cc1 (stereo not drawn)	0	-0.4	1	-4	0.4	-2[fluorescence artefact?]	-6	-2	1
CN1CCN(c2ncnc3c2cnn3C)CC1	-7	0.8	1	0	1.1	2	10	3	1
CCSc1nnc([C@@H](N)Cc2c[nH]c3ccccc23)o1	8	2.4	5	2	-0.6	1	0	-27	1
Cc1ccc2nc3c(cc2c1)CC1(C(=O)N(C)C(=O)N(C)C1=O)C1COCCN31 (stereo not drawn)	0	1.5	0	-4	-0.8	1	15	5	4
CC(=NCCCN1CCOCC1)c1c(O)n(Cc2ccccc2)c(=O)[nH]c1=O	-23	-1.4	0	-5	0.5	2[fluorescence artefact?]	8	-11	2
CC(C)OP(=O)(OC(C)C)C(O)c1ccc(Br)cc1 (stereo not drawn)	/	-1.2	5	-3	0.4	6	3	-8	1
COc1ccc(CC2(CCc3ccccn3)C(=O)NC(=O)N(c3ccccc3C)C2=O)cc1OC (stereo not drawn)	0	0.6	4	-1	0.2	1	-4	-16	2
CNP(=S)(NC)OCCOc1ccc(OC)cc1	-5	0.1	5	-4	0.8	8	-6	-18	-2
CNC(=O)c1cccn(Cc2ccc(C(F)(F)F)cc2)c1=O	-12	-1.3	-1	4	0.8	1	4	-15	0
O=C(C1CC(c2ccc(Cl)c(Cl)c2)=NO1)N1CCC2(CC1)OCCO2 (stereo not drawn)	3	2.1	2	1	-1.1	-1	-13	-10	9.8*
O=C1C2CCN(CC2)C12CC2c1ccc(C(F)(F)F)cc1 (stereo not drawn)	-12	2.8	1	-8	0.1	0	22	-16	0
CNCC1(c2ccccc2)CCCC1	-10	0.6	6	4	1.3	-4	-2	-2	-2
Cc1cc(Br)c(NC(=O)CN2CC=C(c3ccccc3)CC2)c(Br)c1	-2	1.9	1	-6	-0.2	1	-2	-19	-3
O=C1NC(=O)N(c2ccc(F)cc2)C(=O)/C1=C/c1ccsc1	-7	-0.6	2	0	0.4	3	9	-10	0
C[N+]1(C)C2CCC1CC(OC(=O)C(CO)c1ccccc1)C2 (stereo not drawn)	-9	2.8	3	-1	0.3	3	23	-10	1
COC1CCCCC1NCCc1ccccc1 (stereo not drawn)	-9	1.7	3	-2	1.6	1	6	-4	0
COc1ccc2[nH]cc(CCN)c2c1	7	-4.4	8	2	0.8	1	-7	-3	-2
O=C1NC(=S)N(c2ccccc2)C(=O)C1C(c1ccncc1)C1C(=O)NC(=S)N(c2ccccc2)C1=O (stereo not drawn)	-15	-0.3	5	-1	1.2	-4	10	20	-1
CN(C)c1nc(OCCNC(=O)COc2ccc(Cl)cc2Cl)nc(N2CCCCC2)n1	-23	-0.9	3	1	0.5	-1	7	8	3
CN1/C(=C\C=Nc2ccccc2)C(C)(C)c2ccccc21	-14	1.4	57*	31*	1.5	-1	9	-2	2
CC12CN3CCN(CC(C3)C1O)C2 (stereo not drawn)	-24	1.6	2	-2	0.0	3	9	-16	-1
CN1CC[C@@]23CCCC[C@@H]2[C@@H]1Cc1ccc(O)cc13	/	-0.7	6	-1	-2.0	0	2	-7	3
CCOC(=O)C1C2NC(=O)N(Cc3ccccc3)C1(C)Oc1c(OC)cccc12 (stereo not drawn)	-23	2.0	5	1	-0.6	/	-7	-15	0
CCN(CC)CCOC(=O)C(O)(c1ccccc1)c1ccccc1	/	-3.0	2	-2	-0.3	1	4	-12	0
CCOC(=O)c1nc2ccccc2c(=O)n1-c1ccc(C)cc1C	-16	3.1	-3	-2	-0.4	-5	-13	3	0
O=C1NC(=O)C2(Cc3ccccc3N3CCCC32)C(=O)N1c1ccc(Cl)cc1 (stereo not drawn)	-2	-0.1	2	-2	0.3	6	-10	-11	-1
O=C(CN1CC=C(c2ccccc2)CC1)NC(=O)NC1CCCCC1	-7	1.4	3	2	-0.7	-1	2	-2	3
CCOC(=O)C1=C(N)Oc2c(c(=O)oc3ccccc23)C12C(=O)N(C)c1ccccc12 (stereo not drawn)	-4	1.3	1	-1	0.0	2	-20	-26	-1
C/C(=N\N(C)c1ccccc1)c1c(O)[nH]c(=O)[nH]c1=O	-11	2.2	6	17	0.1	-4	-17	-4	0
CC(C)OP(=O)(O)NC(=O)c1ccccc1	4	2.8	7	-4	0.2	1	12	-5	0
CCOP(=O)(OCC)C(O)c1cccnc1 (stereo not drawn)	-12	0.9	-2	-7	0.5	3	11	6	-3
Cc1cc(Br)ccc1N1C(=O)CC(=O)NC1=O	-6	-0.9	2	1	0.1	-2[fluorescence artefact?]	-20	-22	-2
CN1CCN(c2c(F)cc([N+](=O)[O-])c(N)c2Br)CC1	-7	-1.3	2	-3	2.0	-5	11	-4	1
Cc1cccc(CN2CCN(c3ccc(Cl)cc3)CC2)c1	-2	1.0	8	0	-0.9	4	-15	-7	-4
CCCCCCC(=O)c1c(O)n(-c2ccccc2OC)c(=O)[nH]c1=O (tested in a mixture with another compound)	-14	-0.7	1	3	-1.4	4	-17	1	5
CCCC(C)n1[nH]c(=O)c2c1NC(=O)CSC2c1ccccc1 (stereo not drawn)	-9	0.8	-4	1	1.0	2	-8	-6	-3
CCOP(=O)(C#Cc1ccccc1)C(O)c1ccc(Br)cc1 (stereo not drawn)	9	0.5	-2	-2	-0.9	-3	9	-6	-4
CCC(C)n1c(O)c(C=NCc2cccnc2)c(=O)[nH]c1=S (stereo not drawn)	-7	0.5	-4	2	-0.2	0	-19	22	-1
Cc1nn(Cc2ccccc2)c(C)c1C(=O)OCC(=O)Nc1ccccc1SCC#N	-20	0.2	0	-2	-0.8	/	2	-15	1
S=C1NC2(CCCCC2)NC12CCCCC2	-6	0.2	-2	-4	1.6	5	11	-3	-1
C=CCn1c(O)c(C(C)=NCCN2CCOCC2)c(=O)[nH]c1=O	-3	-1.6	2	7	0.5	-7[fluorescence artefact?]	-12	7	1
CN(C)c1ccc(/C=C2/C(=N\O)C3CCN2CC3)cc1	-2	0.9	-1	-1	1.2	-2	5	3	1
Cc1cc(NC(=O)CCC(=O)N2CCC3(CC2)OCCO3)no1	-6	-1.1	2	-2	-0.7	0	14	-21	0
[N-]=[N+]=NCc1cn2cccnc2n1	-15	0.3	4	-3	0.6	-1	11	16	-2
CCC(C)OC(=O)c1c(N)n(Cc2cccs2)c2nc3ccccc3nc12 (stereo not drawn)	-10	2.2	5	-2	-1.1	0	-3	-6	-1
CCOP(=O)(OCC)C(C)(C)NC(=O)C(Cl)(Cl)Cl	3	1.9	6	-1	0.9	10	-18	5	4
CC(C)(C)NC(=O)NC(=O)CN1CC=C(c2ccccc2)CC1	-11	1.1	11	1	0.8	0	-3	4	2
O=C(CCCOc1ccc(Cl)cc1Cl)N1CCC2(CC1)OCCO2	-10	-2.6	5	2	0.0	-1	-18	10	1
CCc1ccc2c(CN3CC=C(c4ccccc4)CC3)cc(=O)oc2c1	-23	1.5	5	6	0.2	-5[fluorescence artefact?]	5	6	-2
Cc1cccc(-n2c(O)c(/C=C/C=Nc3ccccc3)c(=O)[nH]c2=O)c1	-6	0.8	7	-1	0.3	3[fluorescence artefact?]	9	-21	0
O=c1[nH]c(=O)n(CCC2=CCCCC2)c(O)c1C=NC1CCN(Cc2ccccc2)CC1	-15	0.2	3	5	-1.5	-15	2	-4	1
Cc1ccccc1-n1c(O)c(/C=N/Nc2nc3c(c(=O)n(C)c(=O)n3C)n2C)c(=O)[nH]c1=S	-7	0.3	1	0	0.0	15	0	-17	3
Cc1c2cnn(CC(=O)N3CCC4(CC3)OCCO4)c(=O)c2c(C)n1Cc1ccc(F)cc1	-8	2.3	5	-1	0.0	-4	9	-13	-2
O=C(c1cccn2c(=O)c3cc(Br)ccc3nc12)N1CCC2(CC1)OCCO2	11	0.1	6	-2	0.2	2	-14	-18	-1

An excerpt; rates above refer to the full screens.
